Assay outcomes deposited in PubChem BioAssay by National Center for Advancing Translational Sciences (NCATS).
Nrf2 block: Nrf2 pathway inhibition; A549 ARE-Fluc reporter, luciferase luminescence, 18-24 h; Potency, µM (top dose mostly 46 µM), without a hit: top-dose activity change, negative = inhibition, usual class: inhibitors; 360,000 tested, 2.1% active; note: potency is the fitted concentration of half-maximal effect; % is set by controls: 0 for no effect and ±100 for the full control effect; nearly all actives have a fitted effect of over 60% in size
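A549 ARE_Fluc cells, 5000/well, 5% FBS OPTI-MEM; compounds in dose-response, 18-24 h at 37 °C/5% CO2; CellTiter-Fluor viability read (Ex 405/Em 525), then BugLite luciferase luminescence = Nrf2 activity.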
CCT chaperon mod: changes cytosolic chaperonin activity; purified chaperonin ATPase assay, HTRF ADP detection, 30 min; activity change, % (concentration not given with the values), hits read low; 360,000 tested, 0.3% active; AID 651819; in the data active = activity change below about -30%; note: % is set by controls: 0 for no effect and ±100 for the full control effect
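First, chaperonin was dispensed at 40 nM or 20 nM final depending on batch activity. Next, compounds were pinned at 76 uM and ATP added at 10 uM. After 30 min at 37 °C, ADP detection reagents ran 30 min at ambient temperature.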
Akt phos inh: blocks phosphorylation of Akt; Neuro2A IGF-stimulated pAkt S473 HTRF, 20 min; stronger effect = lower value; 360,000 tested, 0.32% active; AID 651550; activity change, % for hits at 50 µM; in the data active = activity change below about -80%; inconclusive = mostly about -51% to -80%; note: % is set by controls: 0 for no effect and ±100 for the full control effect
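Neuro2A cells in DMEM with 0.5% FBS, overnight at 37 deg C, given compound at single 50 µM final, then IGF (6 nM final) for 20 min at 37 deg C. Lysed; phospho-Akt Ser473 by HTRF after 24 h, 665/615 ratio.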
A549 tox: kills or reduces viability of A549 cells in Nrf2 counter-screen | A549 ARE-Fluc cells, CellTiter-Fluor viability, 18-24 h | Potency, µM (titrated, usually from 46 µM), for inactives: at the top dose activity change, negative = cytotoxicity, actives largely listed as inhibitors | 390,000 tested, 0.16% active | AID 504648; note: potency is the fitted concentration of half-maximal effect; % is set by controls: 0 for no effect and ±100 for the full control effect
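A549 ARE-Fluc cells in 5% FBS OPTI-MEM, 5000 cells/well, rested 2 h then exposed to compounds in concentration-response for 18-24 h at 37 °C. Viability by CellTiter-Fluor fluorescence (Ex 405/Em 525) after 30 min; luciferase luminescence (BugLite, 15 min, RT) read afterwards.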
Nrf2 activator: Nrf2 pathway activation. AID 624171. 410,000 tested, 0.31% active. Potency, µM (titrated, usually from 46.1 µM), inactives show at the top dose activation, hits mostly activators. AREc32 ARE-luciferase reporter (MCF7-derived line), luminescence, 24 h; note: potency is the fitted concentration of half-maximal effect; % of control where 0% means no effect; nearly all actives have a fitted effect of over 65% in size
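Luminescent ARE reporter assay in AREc32_Fluc cells: overnight plating at 37 deg C, 24 hr compound incubation, Steady-Glo added, 30 min RT before reading.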
Mm-Cpn inhibitor: inhibitors of Methanococcus maripaludis chaperonin (MmCpn) | 330,000 tested, 0.031% active | Potency, µM (highest dose often 76.9 µM), inactives show top-dose activity, negative = inhibition, hits mostly inhibitors | purified Mm-Cpn ATPase, ADP Transcreener TR-FRET | AID 504842; note: potency is the fitted concentration of half-maximal effect; % is set by controls: 0 for no effect and ±100 for the full control effect; nearly all actives have a fitted effect of over 80% in size
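Purified archaeal Mm-CPN (25nM final) preincubated 10 min at 37degC with compound, then 10uM ATP for 30 min at 37degC; ADP measured by HTRF Transcreener TR-FRET; buffer 30 mM TRIS pH 7.4, 100mM KCl, 5mM MgCl2, 1mM DTT.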
EPAC2 ag: EPAC2 (human) agonism. Q8WZA2. EPAC2 activation, biochemical qHTS; response scale: 100% = 6.5 mM cAMP response. Potency, µM (highest dose often 154 µM), for the others: at the highest dose activation, hits mostly activators. 360,000 tested, 0.079% active. AID 720711; note: potency is the fitted concentration of half-maximal effect; nearly all actives have a fitted effect of over 50% in size
Target sequence (Q8WZA2 whole entry, looked up): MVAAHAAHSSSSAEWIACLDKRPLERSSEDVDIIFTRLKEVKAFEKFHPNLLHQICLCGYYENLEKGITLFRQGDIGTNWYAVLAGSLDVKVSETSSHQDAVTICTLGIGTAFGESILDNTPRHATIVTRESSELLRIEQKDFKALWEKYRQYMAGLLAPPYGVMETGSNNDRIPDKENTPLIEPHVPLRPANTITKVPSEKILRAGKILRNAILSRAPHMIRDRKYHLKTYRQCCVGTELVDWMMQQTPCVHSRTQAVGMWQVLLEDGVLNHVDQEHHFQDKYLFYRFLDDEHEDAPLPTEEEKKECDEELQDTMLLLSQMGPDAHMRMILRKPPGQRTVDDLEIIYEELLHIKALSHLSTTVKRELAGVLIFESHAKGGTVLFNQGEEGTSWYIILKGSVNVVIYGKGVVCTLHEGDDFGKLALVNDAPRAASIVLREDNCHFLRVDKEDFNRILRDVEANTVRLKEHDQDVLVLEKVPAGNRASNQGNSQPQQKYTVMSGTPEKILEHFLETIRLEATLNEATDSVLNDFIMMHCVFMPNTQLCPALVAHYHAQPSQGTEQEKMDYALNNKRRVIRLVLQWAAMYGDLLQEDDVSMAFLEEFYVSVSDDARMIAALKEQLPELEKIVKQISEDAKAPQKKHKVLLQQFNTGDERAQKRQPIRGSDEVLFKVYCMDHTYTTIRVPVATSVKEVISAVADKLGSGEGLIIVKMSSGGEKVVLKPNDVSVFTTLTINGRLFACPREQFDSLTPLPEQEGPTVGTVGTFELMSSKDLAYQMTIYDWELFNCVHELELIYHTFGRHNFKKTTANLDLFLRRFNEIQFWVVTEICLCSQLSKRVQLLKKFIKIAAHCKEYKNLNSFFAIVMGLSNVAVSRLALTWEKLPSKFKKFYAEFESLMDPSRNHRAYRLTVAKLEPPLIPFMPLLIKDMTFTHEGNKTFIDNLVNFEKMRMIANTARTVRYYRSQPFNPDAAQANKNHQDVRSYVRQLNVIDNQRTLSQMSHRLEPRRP
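Setup: EPAC2 100 nM, labeled Rap1B complex 250 nM, free GDP 50 uM. Compound titrations pinned in, brief spin, 5 min room temperature incubation. Kinetic fluorescence read over 30 min, normalized to 6.5 mM cAMP.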
TGFb inhibitor: inhibitors of TGF-b signaling; Potency, µM (top dose mostly 46.1 µM), for the others: top-dose activity, negative = inhibition, actives largely listed as inhibitors; 410,000 tested, 1.2% active; HepG2 CAGA-GFP TGF-b/SMAD3 reporter, GFP fluorescence, 18 h; TGF-beta stimulated, 500 pg/mL final; note: potency is the fitted concentration of half-maximal effect; % is set by controls: 0 for no effect and ±100 for the full control effect; nearly all actives have a fitted effect of over 65% in size
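Cell-based qHTS in HEPG2 carrying a CAGA-GFP Smad reporter; compounds added before 500 pg/mL final TGF-beta, 18 h incubation at 37 degrees C, GFP fluorescence quantified per cell by imaging cytometry.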
EPAC2 antagonist: EPAC2 (human) antagonism; Q8WZA2; EPAC2 GEF exchange of Rap1B-BODIPY-GDP, fluorescence; Potency, µM (top dose mostly 114 µM), inactives show at the top dose activity, negative = inhibition, usual class: inhibitors; 360,000 tested, 0.18% active; AID 720708; note: potency is the fitted concentration of half-maximal effect; % is set by controls: 0 for no effect and ±100 for the full control effect; nearly all actives have a fitted effect of over 45% in size; many of its hits are not listed in these tables
An asterisk follows results filed as active; i = inactive; ? = inconclusive; . = not tested or not shown; & = joins results of further samples; [ ] = dose if it differs, or a comment. Unless noted, calls come from the whole dose curve; as a rule, active = well fitted curve in the direction sought with a large enough effect; inconclusive = small, poorly fitted or top-dose-only effect, or another doubt; inactive = no such curve, though single readings can be large; an effect the other way counts as inactive or inconclusive.

SMILES	Nrf2 block	CCT chaperon mod	Akt phos inh	A549 tox	Nrf2 activator	Mm-Cpn inhibitor	EPAC2 ag	TGFb inhibitor	EPAC2 antagonist
O=C(CSc1nnc2c(n1)[nH]c1ccccc12)Nc1cccc(S(=O)(=O)N2CCOCC2)c1	?	-0.6	i	-9%	-0.6%	-1%	8%	-10%	-2%
CCOc1ccccc1N1CCN(C(=O)c2ccc(-c3ccc(OC(C)=O)cc3)cc2)CC1	-29%	-1.5	i	0%	4.3%	1%	3%	?	-31%
CCOC(=O)c1ccccc1NC(=O)c1c(O)c2ccccc2n(CC)c1=O	-70%	-1.5	i	-10%	10%	-1%	10%	-4%	-3%
Cc1ccc(F)cc1NC(=O)C1CC(=O)N(Cc2ccccc2)C1 (stereo not given)	.	-0.1	i	.	3.7%	.	2%	?	8%
COc1ccc(-c2onc(C)c2C)cc1S(=O)(=O)NC1CCC(C)CC1 (stereo not given)	21µM*	.	.	-24%	0.6%	.	.	?	.
CCc1ccc(S(=O)(=O)N(C(=O)c2ccncc2)c2ccc3oc(C)c(C(=O)OC)c3c2)cc1	6.5µM*	.	.	-13%	0.0%	.	.	?	.
COc1cccc(NS(=O)(=O)c2ccc3[nH]cc(C(=O)N4CCCCCC4)c(=O)c3c2)c1	?	.	.	25%	-0.6%	.	.	15%	.
CCOC(=O)[C@]12CCC=C1N(CCC1=CCCCC1)C(=O)[C@H](CC(=O)NCCC(C)C)C2	.	-1.5	i	.	4.1%	.	7%	.	1%
CC(C)C[C@@H]1CN=C(N)N1C[C@@H]1CCCN1C[C@@H](C(C)C)N1C[C@@H](Cc2ccccc2)N(CCCC2CCCC2)C1=N	9%	-0.8	i	7%	-0.4%	-2%	16%	-3%	11%
CCN1CCC2(CCN(C(=O)c3cc(COc4cc(C)ccc4C)on3)C2)C1 (stereo not given)	0%	-1.7	i	-5%	0.0%	1%	-2%	3%	-3%
CCc1sc(C(=O)NCc2ccco2)cc1Br	0%	-0.8	i	?	?	-2%	13%	9%	-9%
O=C(NC1CC1)C1=C[C@@H](C2CCCCC2)C[C@@H](OCc2ccc(CO)cc2)O1	-9%	-3.9	i	2%	0.0%	.	1%	?	0%
Cc1cc(CNC[C@H]2O[C@@H](n3cnc(C(N)=O)n3)[C@H](O)[C@@H]2O)c(C)n1-c1cccnc1	7%	-3.2	i	5%	-0.5%	.	11%	7%	15%
O=C(O)/C=C/c1cn(-c2ccccc2)nc1-c1cc2ccccc2oc1=O	?	1.0	i	-9%	18%	2%	3%	4%	2%
Cc1cc([N+](=O)[O-])nn1CC(=O)NNC(=S)Nc1ccc(Cl)cc1	10%	1.6	i	-3%	-0.9%	0%	0%	1%	11%

Brought forward from above: three entries, then new ones.
SMILES	Nrf2 block	CCT chaperon mod	Akt phos inh	A549 tox	Nrf2 activator	Mm-Cpn inhibitor	EPAC2 ag	TGFb inhibitor	EPAC2 antagonist
Cc1cc(CNC[C@H]2O[C@@H](n3cnc(C(N)=O)n3)[C@H](O)[C@@H]2O)c(C)n1-c1cccnc1	7%	-3.2	i	5%	-0.5%	.	11%	7%	15%
O=C(O)/C=C/c1cn(-c2ccccc2)nc1-c1cc2ccccc2oc1=O	?	1.0	i	-9%	18%	2%	3%	4%	2%
Cc1cc([N+](=O)[O-])nn1CC(=O)NNC(=S)Nc1ccc(Cl)cc1	10%	1.6	i	-3%	-0.9%	0%	0%	1%	11%
Cc1ccc2nc3sc(C(=O)Nc4c(C)[nH]c(=O)[nH]c4=O)c(N)c3cc2c1	4%	1.7	i	3%	-0.3%	-3%	?	148%[activator]	26%
CC(=O)Nc1cccn(Cc2c(Cl)cccc2Cl)c1=O	-13%	-4.7	i	-9%	-0.2%	0%	13%	1%	-2%
O=C(Nc1ccccc1)c1cc(-c2ccccc2Cl)no1	?	-0.5	i	-1%	10%	-1%	-6%	0%	5%
COc1ccc(NC(=O)Cn2c(=O)n(Cc3ccc4c(c3)OCO4)c(=O)c3ccc(C(=O)NC4CCCCC4)cc32)cc1	4%	.	.	-2%	-1.0%	.	.	8%	.
COc1ccc(OC)c(NC(=O)CCc2c[nH]c3ccccc23)c1	?	-1.0	i	-15%	2.1%	-3%	7%	?	-3%
COc1ccccc1NC(=O)CC1SC(=N)N(c2ccccc2)C1=O (stereo not given)	-12%	-1.8	i	9%	0.5%	1%	18%	-24%	-15%
O=C(Nc1ccccc1C(=O)NC1CC1)c1ccc([N+](=O)[O-])o1	-10%	1.8	i	-9%	?	-16%	10%	?	-6%
COc1ccc(CCNC(=O)c2cc3c(=O)n(C)c4ccccc4c3s2)cc1OC	3%	.	.	0%	3.4%	.	.	9%	.
O=C(Nc1nnc(-c2cccs2)o1)c1cccc(C(F)(F)F)c1	?	-7.2	i	-1%	?	-1%	-11%	?	-11%
CCc1ccc(NC(=O)CSc2nnc(-c3ccco3)o2)cc1	2%	-1.1	i	4%	-0.5%	0%	5%	0%	9%
Cc1cc(Cl)c(S(=O)(=O)NC(C(=O)O)C(C)C)cc1OCC(=O)NC1CCCCC1 (stereo not given)	-14%	-0.7	i	-4%	-0.5%	1%	3%	0%	8%
CC1C(=O)N(Cc2cn(CCC3OCCCO3)nn2)CCS(=O)(=O)N1Cc1ccc(-c2ccccc2)cc1 (stereo not given)	.	-1.0	i	.	-0.5%	.	18%	-13%	-8%
Cc1c(C)c2ccc(OCC(=O)Nc3ccc(S(N)(=O)=O)cc3)c(C)c2oc1=O	-7%	0.0	i	2%	-0.3%	-3%	-7%	0%	22%
O=C(O)c1ccccc1	3%	-0.8	i	-1%	-0.9%	-1%	10%	17%	-3%
COc1ccc(CCNS(=O)(=O)c2cccc3nsnc23)cc1OC	0%	-2.9	i	14%	-0.3%	-2%	14%	-2%	0%
O=c1[nH]c(C2CCN(S(=O)(=O)c3ccc(C(F)(F)F)cc3)CC2)nc2c1nnn2Cc1ccc(F)cc1	-18%	-0.9	i	-8%	-0.2%	0%	6%	?	-23%
C#CCOCCOCCOCCNc1nc(N2CCN(C(=O)[C@H](CCCCN)n3cc([C@@H](N)C(C)CC)nn3)CC2)nc(N2CCN(C(=O)[C@H](Cc3cc4ccccc4[nH]3)n3cc([C@@H](N)CC(C)C)nn3)CC2)n1 (stereo not given in full)	-11%	-0.4	i	-17%	-0.4%	.	-4%	-3%	20%
NC(=O)C1CCN(C(=O)CCc2nc3sc4c(c3c(=O)[nH]2)CCCC4)CC1	11%	1.7	i	-4%	0.2%	-2%	-8%	?	-5%
Cc1c(OC(=O)c2ccc([N+](=O)[O-])cc2)c2c(c[n+]1C)COC(C)(C)OC2	1%	-2.8	i	0%	-1.0%	-1%	8%	-20%	-4%
Cc1cc(OCCn2cc(/C(N)=N/O)c3ccccc32)ccc1Cl	-29%	1.7	i	-1%	11%	0%	11%	?	-12%
Nc1ncnc(Nc2cccc(Cl)c2Cl)n1	-2%	-0.6	i	-4%	0.1%	0%	4%	8%	1%
Fc1ccc(N2CCN(Cc3nnc(-c4ccccc4)o3)CC2)cc1	-16%	0.8	i	9%	0.6%	1%	-1%	-4%	4%
Cc1ccc(-c2csc(NC(=O)c3ccco3)n2)cc1C	?	-0.2	i	-2%	5.4%	-3%	19%	-10%	-13%
Fc1ccc(CNC(=S)NCc2ccccc2)cc1	7%	-1.8	i	1%	-0.2%	1%	0%	?	2%
CC(N)C(=O)NC(C(=O)NC(C)C(=O)Nc1cccc2ccccc12)C(C)C (stereo not given)	.	0.1	i	.	3.1%	.	4%	-24%	7%
Cc1ccc(C)c(NS(=O)(=O)c2cc(C(=O)NCc3ccccn3)ccc2Cl)c1	?	-0.4	i	-9%	0.2%	0%	17%	-3%	-6%
Cc1cc(C(=O)NCCc2ccccc2)ccc1[N+](=O)[O-]	?	-0.7	i	-8%	-0.1%	-1%	11%	9%	1%
CCCCn1c(=O)c(CCC(=O)OCC(=O)NC(=O)NCCOC)nc2ccccc21	-12%	-2.9	i	-5%	0.2%	-1%	7%	2%	0%
O=C(N/C(=C\c1ccc(Br)cc1)C(=O)N1CCOCC1)c1ccc(Br)o1	0%	-0.3	i	0%	0.1%	-7%	0%	23%	5%
COc1ccc2cc(Br)ccc2c1CC(=O)NCCCN1CCOCC1	-8%	1.4	i	8%	0.4%	.	12%	-11%	2%
COc1ccc(-n2ccnc2SCC(=O)NCc2ccc(F)cc2)c(OC)c1	-6%	-5.5	i	2%	2.3%	1%	3%	-12%	-8%
Cc1ccccc1NC(=O)CN1C(=O)NC(C)(c2ccc3c(c2)OCO3)C1=O (stereo not given)	-22%	0.4	i	-15%	-0.3%	1%	8%	-3%	-5%
CCC(C(=O)NC1CCCC1)N(C(=O)c1snc(C(N)=O)c1N)c1ccc2c(c1)OCCO2 (stereo not given)	.	-3.2	?	8%	-0.6%	-1%	3%	18%	-4%
COc1ccc(CCNC(=O)c2csc3c2CCCC3)cc1	-13%	3.4	i	2%	0.9%	0%	20%	-14%	18%
COc1ccc(OC)c(NC(=O)C2CCN(S(=O)(=O)c3ccc4c(c3)CC(C)N4C(C)=O)CC2)c1 (stereo not given)	?	-2.0	i	7%&2%	-0.3%&0.0%	1%	13%	-10%&0%	-9%
Cc1cccc(C)c1NC(=O)CNC(=O)COC(=O)c1ccc(Cl)s1	10%	1.5	i	-5%	-1.0%	-20%	1%	7%	6%
Cc1ccc(-c2ccc(SCC(=O)c3ccccc3)nn2)cc1	?	-1.6	i	-1%	3.0%	-26%	5%	-4%	-3%

Only part of the results is shown; the hit share may differ from the screen's.
